NPR1 activator = GC-A stimulated cGMP production enhancers – HEK293 GC-A cells, cGMP TR-FRET, EC30 ANP, primary screen; Atrial natriuretic peptide receptor 1 (Homo sapiens), P16066; 0% at EC30 ANP, 100% saturating ANP; activation, % at 10 µM; 0.14% of 370,000 active; in the data active = activation above about 40%
Target sequence (P16066 whole entry, looked up): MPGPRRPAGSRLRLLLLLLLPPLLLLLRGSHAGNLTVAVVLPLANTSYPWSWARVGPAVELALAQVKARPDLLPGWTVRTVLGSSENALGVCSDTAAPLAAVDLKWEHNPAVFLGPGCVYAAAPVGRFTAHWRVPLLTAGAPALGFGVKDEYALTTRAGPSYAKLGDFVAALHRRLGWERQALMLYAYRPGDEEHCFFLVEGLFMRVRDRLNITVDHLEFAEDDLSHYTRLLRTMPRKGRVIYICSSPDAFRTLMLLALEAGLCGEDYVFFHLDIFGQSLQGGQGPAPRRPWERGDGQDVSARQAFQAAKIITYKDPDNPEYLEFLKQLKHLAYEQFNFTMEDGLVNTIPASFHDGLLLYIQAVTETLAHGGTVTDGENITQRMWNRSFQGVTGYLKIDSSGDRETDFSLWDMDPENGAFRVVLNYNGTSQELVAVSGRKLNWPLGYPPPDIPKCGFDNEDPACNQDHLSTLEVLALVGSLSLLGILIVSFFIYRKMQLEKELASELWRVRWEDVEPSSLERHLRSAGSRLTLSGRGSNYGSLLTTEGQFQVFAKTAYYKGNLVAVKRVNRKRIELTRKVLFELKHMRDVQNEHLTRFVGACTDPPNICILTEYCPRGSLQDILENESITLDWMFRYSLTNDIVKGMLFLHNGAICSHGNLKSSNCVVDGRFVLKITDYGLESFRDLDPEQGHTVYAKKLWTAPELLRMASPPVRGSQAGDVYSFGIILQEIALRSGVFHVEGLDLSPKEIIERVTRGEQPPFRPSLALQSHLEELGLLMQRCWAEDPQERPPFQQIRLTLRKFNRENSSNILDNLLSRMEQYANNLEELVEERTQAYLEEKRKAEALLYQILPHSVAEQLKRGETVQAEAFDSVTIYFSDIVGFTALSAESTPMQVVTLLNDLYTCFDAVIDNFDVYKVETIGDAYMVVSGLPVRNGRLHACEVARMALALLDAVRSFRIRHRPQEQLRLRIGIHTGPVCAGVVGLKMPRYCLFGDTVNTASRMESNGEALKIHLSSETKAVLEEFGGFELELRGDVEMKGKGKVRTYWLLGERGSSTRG
ABHD4 inh = ABHD4 inhibitors, primary screen, biochemical, fluorescence polarization, mouse | (Lyso)-N-acylphosphatidylethanolamine lipase (Mus musculus), Q8VD66 | purified mABHD4, FP-Rh probe fluorescence polarization | inhibition, % at 8.92 µM | 0.54% of 370,000 active | AID 720543, 2013;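 active = inhibition exceeding the mean over every tested compound plus 3 SD, cut at about 30% in these data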;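 also: 0% = plate median of compound wells and 100% = S159A mutant with DMSO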
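Test system: mABHD4 protein; Read-out basis: % inhibition; Incubation: 45 min + 60 min at 25 °C; Repeats: single replicate; Technique: fluorescence polarization with parallel and perpendicular emission, 525/598 nm; Compound: 8.92 µM, single dose; Benchmarks: full inhibition S159A mutant plus DMSO, zero as sample-well median.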
ASAP1 GAP inh = inhibitors of human ASAP1 ArfGAP activity, primary screen, biochemical, fluorescence polarization | 0.19% of 360,000 active | AID 624377, 2012 | ASAP1-stimulated ARF1 GTP hydrolysis, GDP FP detection | inhibition, % at 16.5 µM; in the data active = inhibition above about 25%;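 also: 0% = vehicle with enzyme and substrate and 100% = no enzyme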
ARFGAP1 inh = inhibitors of rat ARFGAP1 GAP activity, primary screen, biochemical, fluorescence polarization, GDP tracer; inhibition, % at 16.5 µM; ADP-ribosylation factor GTPase-activating protein 1 (Rattus norvegicus), Q62848; 0.26% of 360,000 active; Arfgap1-stimulated ARF1 GTP hydrolysis, GDP FP detection;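 active = inhibition above a per-plate limit, mean inhibition of low control wells plus 3 SD, cut at about 25% in these data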;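 also: 0% = DMSO wells with enzyme and 100% = wells lacking Arfgap1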
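Replicates: Single well per compound | Assay system: Truncated rat Arfgap1 GAP domain | Control set: No-Arfgap1 wells (100%) versus DMSO full-reaction wells (0%) | Times: Enzyme reaction 120 min at 25 °C after 20 min preincubation | Reagent: Human ARF1(Δ1-17)-GTP substrate | Measured by: Tracer-displacement fluorescence polarization with EDTA stop, 620/688 nm | Measure: Percent inhibition of Arfgap1-stimulated GTP hydrolysis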
GC-B act = human GC-B receptor activators, primary screen, HEK293 GC-B cells, cGMP TR-FRET, EC30 CNP; Atrial natriuretic peptide receptor 2 (Homo sapiens), P20594; 0% at EC30 CNP, 100% saturating CNP; activation, % at 10 µM; 0.11% of 370,000 active; AID 1920062, 2024;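 active = activation at 10 µM reaching about 35% in either raw or pattern-adjusted values, limit read from the data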
PG9 Ab binder = binders of HIV-1 gp120 antibody PG9, primary screen, biochemical, TR-FRET. HIV-1 gp120 / PG9 antibody interaction. TR-FRET gp120-PG9 antibody binding. inhibition, % at 6.7 µM. 0.43% of 360,000 active; in the data active = inhibition above about 8.5%
HTRA1 inh = HTRA1 serine protease inhibitors, primary screen, biochemical, fluorescence polarization, HTS. recombinant HTRA1, FP-rhodamine activity-based probe. inhibition, % at 5.96 µM. 0.5% of 340,000 active. AID 504803, 2011; in the data active = inhibition above about 36%;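 also: 0% = enzyme with DMSO and 100% = wells lacking enzyme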
rCAG binder = binders of r(CAG) RNA repeats, primary screen, biochemical, fluorescence; r(CAG) RNA repeat, TO-PRO-1 dye displacement fluorescence; inhibition, % at 3 µM; 1.3% of 370,000 active; AID 651821, 2012;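 active = inhibition above the plate cutoff, the mean of all test compounds on that plate plus 3 SD, cut at about 35% in these data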;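 also: 0% = DMSO alone and 100% = 100 µM mitoxantrone as full dye displacement; higher means more dye released from RNA so lower well fluorescence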
Rev-erbA mod = modulators of Rev-erb alpha DNA binding, primary screen, biochemical, FITC-DNA, fluorescence polarization, uHTS. Nuclear receptor subfamily 1 group D member 1 (Homo sapiens), P20393. Rev-erbα–FITC-DNA binding, 90 min. activity, % at 10 µM. 0.79% of 370,000 active. AID 1259318, 2017;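 active = activity above about 14%, limit read from the data; passing the limit was not always enough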;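 also: 0% = DMSO wells with 35 nM protein and 100% = DMSO wells with 750 nM protein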
SMARCA2 act = SMARCA2 (BRM) function activators, primary screen, cell-based, luminescence, high throughput. MG213 cells, MMTV-luciferase reporter, dexamethasone, overnight. activation, % at 9.1 µM. 1% of 370,000 active. AID 652017, 2013; in the data active = activation above about 7.8%;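 also: 0% = vehicle wells and 100% = reference activator wells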
Active calls of the source: *; . = no result given.

1) C[C@H](NC(=O)c1[nH]cnc1C(=O)Nc1ccccc1F)c1ccccc1
2) COc1ccc(-n2nc(C(=O)NCC(=O)NCc3ccco3)c3ccccc3c2=O)cc1Cl
3) COc1ccccc1Cc1c(-c2cccc(Cl)c2)nc2ccc(C)cn12
4) O=C(NC1CCSC1=O)C1CC(=O)N(c2ccc(F)cc2)C1 (configuration not stated)
5) O=C(Nc1nccs1)c1ccc(S(=O)(=O)NCC2CCCCC2)cc1
6) CC1CCCN(CCCNC(=O)c2cn(C)c3ccc(S(=O)(=O)N(C)C4CCCCC4)cc3c2=O)C1 (configuration not stated)
7) COc1ccccc1NC(=O)Cn1c(CCC(=O)O)ccc1-c1ccc(C)cc1
8) Cc1cccc(OCC(O)CN2CCN(S(=O)(=O)c3ccc(C)cc3C)CC2)c1 (configuration not stated)

screen / no.,1,2,3,4,5,6,7,8
NPR1 activator,2,5,-14,2,-7,4,3,2
ABHD4 inh,-24,4,-8,-4,-10,0,-1,-2
ASAP1 GAP inh,4,-10,8,3,-2,-8,10,4
ARFGAP1 inh,6,2,-1,-2,9,11,-16,10
GC-B act,-3,4,-11,2,-5,-3,7,2
PG9 Ab binder,-1.7,0.2,0.1,0.3,-0.3,-2.6,-3.0,-1.0
HTRA1 inh,-25,-8,.,4,-26,1,4,-28
rCAG binder,5,5,5,5,8,-5,14,-4
Rev-erbA mod,2,-4,6,-1,3,-6,-4,0
SMARCA2 act,-1,2,3,-2,-4,-1,0,-4

9) CC(C)c1ccc(OCC(O)CN2CCCC2)cc1 (configuration not stated)
10) Cn1c(C(C(=O)NCC2CCCO2)N(C(=O)Cn2nnc3ccccc32)C2CCCCC2)nc2ccccc21 (configuration not stated)
11) COc1ccc(CN2CCN(S(=O)(=O)c3ccc(NC(C)=O)cc3)CC2)cc1
12) CN(C(=O)COn1nnc2ccc(S(=O)(=O)N3CCOCC3)cc21)c1ccccc1
13) C/C(=N\Nc1ccc([N+](=O)[O-])cc1)c1ccco1
14) CCCOC(c1ccccc1)(c1ccc(C(F)(F)F)cc1)C(Oc1nc(C)cc(C)n1)C(=O)O (configuration not stated)
15) COc1ccc(OC)c(CN2CCN(C(=O)c3cc(S(=O)(=O)N4CCOCC4)ccc3C)CC2)c1
16) CN(C(=O)COC(=O)c1ccc([N+](=O)[O-])cc1)c1ccccc1

screen / no.,9,10,11,12,13,14,15,16
NPR1 activator,3,-4,2,3,-2,-9,2,-2
ABHD4 inh,2,-1,6,-5,8,21,1,-4
ASAP1 GAP inh,-8,3,-5,3,3,2,11,-2
ARFGAP1 inh,-1,-11,5,2,1,2,-4,6
GC-B act,3,-14,-2,3,-1,-9,-1,2
PG9 Ab binder,-0.8,-0.6,0.2,0.5,-0.9,-0.2,0.1,-1.9
HTRA1 inh,6,-1,6,2,4,7,.,5
rCAG binder,-4,-3,3,-5,6,30,0,-6
Rev-erbA mod,-1,1,-6,-1,8,-3,3,-5
SMARCA2 act,-3,-3,-4,-2,5,-3,-3,0

17) COc1ccc(CC(=O)NCCS(=O)(=O)N2CCN(c3ccccc3)CC2)cc1OC
18) C/C(=N\Nc1ccc(Cl)c(Cl)c1)c1ccc(-n2ccnc2)cc1
19) CCOC(=O)N1CCN(c2c(N3CCOCC3)c(=O)c2=O)CC1
20) O=C(Nc1c2c(nn1-c1ccccc1)CS(=O)C2)c1ccc(Br)o1 (configuration not stated)
21) CCC(C)[C@H]1CNCCN1CCCc1cc(OC)c(OC)c(OC)c1 (some centres not stated)
22) O=C(O)c1sccc1OCc1ccccc1
23) Cc1ccc(C(=O)OCC(=O)N2CCC(C)CC2)cc1S(=O)(=O)N1CCCCC1
24) CCN(C(=O)CSc1cccc[n+]1[O-])C1CCCCC1

screen / no.,17,18,19,20,21,22,23,24
NPR1 activator,0,-18,3,-1,-2,-1,-1,1
ABHD4 inh,-2,20,0,6,3,-2,9,-5
ASAP1 GAP inh,8,14,-1,-23,-5,-4,-6,-4
ARFGAP1 inh,6,17,-6,3,-11,6,-17,-1
GC-B act,0,-6,-1,0,2,6,-1,2
PG9 Ab binder,-3.0,0.9,-0.9,-0.6,0.1,-2.4,2.3,-0.8
HTRA1 inh,1,-2,0,-6,-7,1,-8,-1
rCAG binder,-5,8,3,1,0,2,-10,6
Rev-erbA mod,-2,0,-5,1,-4,2,4,-3
SMARCA2 act,-1,-4,1,-3,0,0,0,-2

25) CN(Cc1nccn1C)C(=O)CC1C(=O)NCCN1Cc1ccccc1C(F)(F)F (configuration not stated)
26) CCCNC(=O)c1nc(C)n(-c2cc(Cl)ccc2Cl)n1
27) COc1ccccc1/C=N/NC(=S)Nc1cccnc1
28) CN(C(=O)COC(=O)CSc1ccccc1)c1c(N)n(Cc2ccccc2)c(=O)[nH]c1=O
29) COC(=O)c1cn(CCOc2ccc(C)cc2)c2ccccc12
30) Cc1cc(C)n(-c2ccc(C(=O)OCC(=O)Nc3ccc(S(N)(=O)=O)cc3)cc2)n1
31) Cc1cc(-c2ccc(C)c(S(=O)(=O)NCCCN(Cc3ccccc3)C(C)C)c2)on1
32) CN(C)CCCN1C(=O)c2oc3ccc(F)cc3c(=O)c2C1c1cccnc1 (configuration not stated)

screen / no.,25,26,27,28,29,30,31,32
NPR1 activator,2,-3,3,-6,-1,1,-18,2
ABHD4 inh,-2,-3,3,-13,-23,-8,-5,4
ASAP1 GAP inh,1,-4,3,0,12,-2,7,-2
ARFGAP1 inh,2,-1,8,-6,7,-14,10,1
GC-B act,1,11,0,-1,-7,6,-10,1
PG9 Ab binder,0.6,-0.5,-5.3,3.4,0.2,-2.2,1.0,-2.3
HTRA1 inh,6,2,0,1,-35,-3,-13,-1
rCAG binder,-5,-1,0,4,6,8,-6,6
Rev-erbA mod,0,2,-1,2,1,5,1,12
SMARCA2 act,-1,-2,-3,-4,0,-2,7,0

33) O=C(COC(=O)CN1C(=O)c2cccc([N+](=O)[O-])c2C1=O)NC1CCS(=O)(=O)C1 (configuration not stated)
34) Cc1noc(C)c1NC(=O)N(C)C[C@H]1Oc2ccc(NC(=O)Nc3ccc4c(c3)OCO4)cc2C(=O)N([C@H](C)CO)C[C@@H]1C
35) CC(SCc1ccccc1)C(=O)N/N=C/c1cc2c(cc1Br)OCO2 (configuration not stated)
36) Cn1c(Oc2ccncc2)nc2cc(-c3ccsc3)sc2c1=O
37) COc1ccccc1OCCNC(=O)c1cc(SC)ccc1Cl
38) Cc1ccc(-c2noc(COC(=O)c3ccco3)n2)cc1
39) O=S(=O)(N/N=C/c1cccc(OC2CSC2)c1)c1ccccc1
40) Cc1noc(C)c1C(=O)Nc1ccc(F)cc1F
41) COc1ccccc1N1CCN(Cc2ccc(C(=O)O)cc2)CC1
42) C/C(=N\O)C(C)(C)Nc1ccc(Br)cc1

screen / no.,33,34,35,36,37,38,39,40,41,42
NPR1 activator,0,1,-12,-2,2,1,0,-7,4,2
ABHD4 inh,2,7,-11,2,5,-5,-3,-1,-8,-2
ASAP1 GAP inh,5,1,4,2,-5,2,19,-15,9,0
ARFGAP1 inh,-4,1,-8,2,7,1,4,0,6,3
GC-B act,-4,7,-5,-7,-1,5,5,3,0,-4
PG9 Ab binder,0.7,-0.9,-1.6,-2.7,-1.7,-0.8,-1.4,-1.6,-1.3,0.7
HTRA1 inh,3,-2,-44,.,-2,-3,1,4,-9,10
rCAG binder,-5,-2,-2,0,-2,0,7,2,2,-2
Rev-erbA mod,5,-3,3,-9,4,9,-5,0,-6,1
SMARCA2 act,0,2,-6,1,5,0,0,3,-1,-3

Screens: PubChem, several laboratories
